zfTRPN1 agonist – zebrafish TRPN1 (NompC) channel agonism; activation, % at 3 µM; 220,000 tested, 0.18% active; HEK293 zebrafish TRPN1-YFP, Fluo-8 calcium fluorescence; 100% = response to 87 µM carbachol;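 active = activation above its plate's cutoff, the mean activation of test wells on that plate plus 3 SD, cut at about 19% in these data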;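 also: 0% = DMSO alone and 100% = 87 µM carbachol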
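Material – zebrafish TRPN1-YFP in HEK293 cells · Doses – 3 µM single point · Schedule – dye 1 h 37 °C plus 30 min RT · Signal – Fluo-8 calcium fluorescence, excitation 470-495 nm, emission 515-575 nm · Read-out – % activation versus carbachol response · Control set – carbachol high, DMSO low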
TRPML3 agonist – activates the human TRPML3 channel. Q8TDD5. HEK293 TRPML3-YFP, Fluo-8 calcium fluorescence; 100% = the carbachol control signal. activation, % at 3 µM. 220,000 tested, 0.29% active;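 active = activation above its plate's cutoff, the mean activation of the plate's test wells plus 3 SD, cut at about 12% in these data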;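 also: 0% = DMSO only wells and 100% = carbachol wells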
Target sequence (Q8TDD5 whole entry, looked up): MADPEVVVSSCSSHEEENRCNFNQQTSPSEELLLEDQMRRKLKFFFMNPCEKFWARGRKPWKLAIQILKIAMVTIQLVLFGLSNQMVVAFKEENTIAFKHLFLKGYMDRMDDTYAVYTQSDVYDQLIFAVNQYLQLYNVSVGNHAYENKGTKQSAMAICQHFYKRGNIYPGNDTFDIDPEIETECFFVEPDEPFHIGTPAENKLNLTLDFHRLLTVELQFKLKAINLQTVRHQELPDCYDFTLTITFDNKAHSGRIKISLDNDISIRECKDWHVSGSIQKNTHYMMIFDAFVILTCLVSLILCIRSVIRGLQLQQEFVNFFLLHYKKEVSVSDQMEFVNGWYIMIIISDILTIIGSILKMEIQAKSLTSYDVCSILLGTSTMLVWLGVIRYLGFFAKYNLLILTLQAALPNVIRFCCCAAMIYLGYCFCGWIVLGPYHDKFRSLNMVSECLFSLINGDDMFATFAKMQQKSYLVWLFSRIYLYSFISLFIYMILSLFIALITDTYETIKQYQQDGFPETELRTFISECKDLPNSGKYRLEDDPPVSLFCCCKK
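Material: HEK293 cells stably carrying human TRPML3-YFP; compound dosing: single dose, 3 µM final nominal compound, 0.3% DMSO final; incubation: 1-h 37 °C dye load, 5-s basal, 120-s post-compound reads; technique: Fluo-8 intracellular calcium fluorescence, excitation 470-495 nm, emission 515-575 nm; read-out basis: percent activation from peak-to-basal fluorescence ratio, scaled between DMSO and carbachol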
14-3-3 Bad inh – disrupts binding of bovine 14-3-3 zeta to phospho-Bad peptide | P63103 | 220,000 tested, 0.71% active | inhibition, % at 21.7 µM | TR-FRET 14-3-3zeta/Dy647-pBad peptide displacement, 1 h;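 active = inhibition above about 70%, limit read from the data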;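 also: 0% = full 14-3-3 plus peptide FRET controls and 100% = background without 14-3-3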
Target sequence (P63103 whole entry, looked up): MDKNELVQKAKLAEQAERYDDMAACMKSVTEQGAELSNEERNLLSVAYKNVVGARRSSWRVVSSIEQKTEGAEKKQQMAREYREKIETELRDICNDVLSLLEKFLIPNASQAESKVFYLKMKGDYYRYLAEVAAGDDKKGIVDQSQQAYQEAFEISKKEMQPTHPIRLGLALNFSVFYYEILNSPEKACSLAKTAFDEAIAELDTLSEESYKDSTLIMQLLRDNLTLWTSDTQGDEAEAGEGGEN
NPY1 pot ag – potentiates or activates human NPY-Y1 receptor; NPY-Y1 expressing cells, potentiator/agonist activation; activation, % at 3.6 µM; AID 1304; P25929; 220,000 tested, 0.37% active; in the data active = activation above about 33%, passing the limit was not always enough;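 also: cells stimulated with NPY at EC10 then isoproterenol at EC100; 0% = low agonist plus stimulus and 100% = saturating agonist plus stimulus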
EP2 antag – EP2 receptor (human) inhibition. P43116. C6 glioma cells expressing human EP2, cAMP TR-FRET; cells stimulated with saturating PGE2. inhibition, % at 25 µM. 260,000 tested, 0.52% active;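 active = percent inhibition above 40 after rounding to a whole number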;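 also: rat C6 glioma host cells with rolipram phosphodiesterase inhibitor present; the protocol text gives 20 µM as final concentration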
NPY Y1 blocker – NPY-Y1 (human) receptor antagonism. 200,000 tested, 1% active. P25929. HEK293-CNG Y1 cells, membrane potential fluorescence; NPY at EC95, then isoproterenol. inhibition, % at 3.6 µM. AID 1040;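 active = inhibition above the campaign mean inhibition of all tested compounds plus 3 SD, cut at about 20% in these data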;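 also: 0% = DMSO wells given NPY plus isoproterenol and 100% = isoproterenol alone without NPY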
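Assay system: HEK293 Y1/CNG channel cell line; Doses: single compound dose of 3.6 µM, 0.4% DMSO; Timing: dye 3 h, compound 60 min room temperature, stimulation 45 min; Technique: Membrane-potential fluorescent dye readout; Measure: % inhibition of NPY effect.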
EP2 mod – modulators of human EP2 prostaglandin E2 receptor | EP2-expressing cells, cAMP HTRF FRET, PGE2 co-stimulation | induction, % at 25 µM | 260,000 tested, 0.83% active;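 active = compounds whose cAMP rise, as percent of the full-agonist control response, exceeds 60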;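 also: rat C6 glioma line stably carrying human EP2 under a CMV promoter; the protocol text gives 20 µM as final concentration; 100% = response of wells given 1 µM PGE2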
PPC-1+TRAIL kill – kills PPC-1 cancer cells in the presence of TRAIL. cell killing (% activity), % at 4 µM. AID 1443. PPC-1 cells + TRAIL, ATPLite viability luminescence. 220,000 tested, 0.41% active;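 active = cell killing above 50% in the first pass at 4 µM, then a duplicate retest at 5 µM averaging 50% or more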;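 also: plate controls were cells with TRAIL plus DMSO for no effect and medium-only wells lacking cells for full effect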
CHOP inh – inhibitors of CHOP induction in ER stress response; CHO-K1 CHOP-promoter luciferase, tunicamycin-induced, 15-18 h; inhibition, % at 10 µM; 220,000 tested, 3.8% active;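 active = compounds that reduced the stress-induced luciferase reporter signal by more than about 70% of percent inhibition, limit read from the data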;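 also: 0% = tunicamycin plus vehicle and 100% = wells without tunicamycin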
The depositor's hits bear a star; nt = not tested or not shown; & = joins results of further samples; [ ] = another dose, or the depositor's remark.

Structure	zfTRPN1 agonist	TRPML3 agonist	14-3-3 Bad inh	NPY1 pot ag	EP2 antag	NPY Y1 blocker	EP2 mod	PPC-1+TRAIL kill	CHOP inh
Nc1nnc(CC(=O)N/N=C/c2ccccc2OCc2ccccc2F)s1	2.2	-0.2	3	11	7	nt	-33	-8	0
O=C1NC(=O)C2(CCC(C(=O)O)C2)N1 (configuration not stated)	-0.1	-0.3	-11	6	12	0	20	14	4
COc1ccc(C(=O)Nc2ncc3c(n2)CC(C)CC3=O)cc1 (configuration not stated)	0.9	0.4	4	13	7	-4	6	16	-3
COc1ccc(-n2nc(C(=O)NCC(=O)NCC3COc4ccccc4O3)c3ccccc3c2=O)cc1OC (configuration not stated)	0.7	0.1	-4	-16	0	4	-17	24	23
CCCCCCSc1nsc(NC(=O)CC(C)C)n1	1.1	0.6	5	-17	10	17	-23	35	4
Cc1cc(CN(C)C(=O)CC2C(=O)NCCN2CC(c2ccccc2)c2ccccc2)on1 (configuration not stated)	-0.1	-0.1	-6	5	5	-5	18	nt	18
COC(=O)CN(C#N)c1nc(N(C)C)nc(N(C)C)n1	0.3	0.7	-1	8	3	1	1	-14	14
Cc1ccc2cc(CN(Cc3cccs3)Cc3nnnn3CC3CCCO3)c(=O)[nH]c2c1 (configuration not stated)	1.9	0.0	6[fluorescence artefact?]	-5	9	2	9	20	35
Cc1ccc(SCC(=O)Nc2cccnc2)cc1	-0.1	1.0	nt	-17	1	-3	nt	nt	nt
Nc1nc(N)nc(-c2ccccn2)n1	-0.1	1.1	0	-6	1	11	-4	12	-16
O=C(CSc1n[nH]c(-c2ccc(S(=O)(=O)NC3CCCCC3)cc2)n1)N1CCCC1	1.0	0.3	nt	6	-5	5	nt	2	nt
CCn1c2ccccc2c2cc(NC(=O)CSc3nccc(=O)[nH]3)ccc21	-1.6	-0.6	-18	16	3	-5	14	6	6
CCC(C)c1ccc(S(=O)(=O)N2CC(=O)Nc3ccccc32)cc1 (configuration not stated)	1.2	0.8	10	-6	1	4	3	7	27
O=C(c1ccc(CN2CCOCC2)cc1)N1CCN(Cc2ccccc2)CC1	1.1	1.3	-7	8	4	7	9	34	51
COc1ccc2c(c1OC)C(=O)N1c3ccccc3SC21 (configuration not stated)	0.6	0.1	6	4	12	10	-9	5	-46

Some values from above:
CCn1c2ccccc2c2cc(NC(=O)CSc3nccc(=O)[nH]3)ccc21 – 14-3-3 Bad inh = -18
Cc1ccc2cc(CN(Cc3cccs3)Cc3nnnn3CC3CCCO3)c(=O)[nH]c2c1 (configuration not stated) – 14-3-3 Bad inh = 6[fluorescence artefact?]
CCC(C)c1ccc(S(=O)(=O)N2CC(=O)Nc3ccccc32)cc1 (configuration not stated) – EP2 mod = 3
O=C(c1ccc(CN2CCOCC2)cc1)N1CCN(Cc2ccccc2)CC1 – CHOP inh = 51

Continuation.
Structure	zfTRPN1 agonist	TRPML3 agonist	14-3-3 Bad inh	NPY1 pot ag	EP2 antag	NPY Y1 blocker	EP2 mod	PPC-1+TRAIL kill	CHOP inh
CC1CN(CC(=O)Nc2cccc(C(=O)Nc3cccc(C(F)(F)F)c3)c2)CC(C)O1 (configuration not stated)	2.4	1.6	-4[fluorescence artefact?]	-15	13	8	-1	3	18
C=CCOc1ccc(C=Nc2ccc(OC)cc2)c(O)c1	1.4	0.5	-1	9	5	-2	31	5	5
COc1ccc2nc(SCC(=O)Nc3ccc4c(c3)OCCO4)[nH]c2c1	-1.4	-0.8	-11	-26	nt	12	-9	12	76*
COc1ccccc1CNC(=O)C(NC(=O)c1ccccc1C)C(C)C (configuration not stated)	-1.8	0.3	-4	12	4	5	9	14	0
Cc1ccc(-c2cc(C(=O)N3CCCC3)no2)cc1	-1.7	-0.9	-3	8	5&8	-1	-8&-39	66*[5 µM]	57
Cc1c(CNCCc2ccc(Cl)cc2)c(C(=O)O)c(C)n1Cc1ccccc1	0.4	0.4	-9	1	3	5	-13	9	16
COC(=O)c1sccc1NC(=O)c1ccncc1	-0.9	1.4	-2	-19	9	5	37	22	11
Cc1ccc(S(=O)(=O)N[C@H](C(=O)OCn2nnc3ccccc3c2=O)C(C)C)cc1	0.3	5.3	-4	-2	17	-2	17	5	31
O=C(NC1(C(F)(F)F)NC(=O)N(Cc2cccnc2)C1=O)c1cccs1 (configuration not stated)	-0.9	0.3	21	8	12	5	40	-20	-9
CCNc1nc(SC(C)C(=O)Nc2ccccc2)nc(N(C)C)n1 (configuration not stated)	-1.9	-0.7	-4	2	11	5	23	9	36
COc1ccc(-c2nnc(-c3ccc(N(C)C)cc3)o2)cc1	1.3	1.1	-8	-4	3	1	1	21	46
CC(=O)Nc1ccc(OCC(O)CN2CCN(Cc3ccccc3)CC2)cc1 (configuration not stated)	1.5	0.6	13	-13	11	2	13	-9	-21
O=C(NC(=S)N1CCCCC1CO)C12CC3CC(CC(C3)C1)C2 (configuration not stated)	2.7	0.3	1	11	2	nt	-10	10	-18
CC(=O)c1cccc(NC(=O)NCCS(C)=O)c1 (configuration not stated)	0.5	0.9	-8[fluorescence artefact?]	-2	7	3	5	-21	16
CNC(=S)Nc1sc2c(c1C(=O)OC)CCC2	0.6	-0.1	-4	5	12	-3	23	-2	4
CCN(C(=O)COC(=O)c1ccc(N2C(=O)c3ccccc3C2=O)cc1)C1CCS(=O)(=O)C1 (configuration not stated)	-1.4	0.7	-7	4	5	-3	4	-10	25
Cc1ccc(C(=O)Nc2ccc3c(c2)ncn3C)cc1	-0.3	0.0	18	-3	nt	1	-5	11	-39
Cc1cc(-c2ccccc2)c(C#N)c(=S)[nH]1	-1.4	0.2	-2	-34	13	7	6	-9	15
CC(=O)c1cccc(NC(=O)Cc2ccc3c(c2)CCCC3)c1	0.9	-0.1	-1	8	6	1	-17	14	-11
Cc1cccc(NS(=O)(=O)c2c(C)noc2C)c1	3.6	0.3	-11	8	3	2	-10	25	-3
Cc1ccc(S(=O)(=O)Nc2c(C)n(C)n(-c3ccccc3)c2=O)cc1C(=O)OCC(=O)N1CCCC(C)C1 (configuration not stated)	0.6	0.9	-8	2	8	-2	-13	7	14
Cc1ccc(N2CC(C(=O)NC3=NCCS3)CC2=O)cc1C (configuration not stated)	-0.4	-0.1	0	-17	7	1	18	11	17
Cc1ccc(S(=O)(=O)N2CCC(C(=O)N(C)C3CCS(=O)(=O)C3)CC2)cc1 (configuration not stated)	1.0	1.3	6	-12	8	3	9	5	8
Cn1c(N2CCOCC2)c(/C=N/OC(=O)c2ccc(F)cc2)c2ccccc21	-0.6	0.2	-2	4	16	-1	4	40	15
Cc1ccc([N+](=O)[O-])cc1NC(=O)c1cccs1	0.1	0.3	-4	-10	5	0	-11	18	44
CCn1c(C(=O)NCc2cccnc2)cc2sc(Cl)cc21	-2.3	-0.6	-9	14	nt	5	-25	2	29
NNC(=O)Cn1c2ccccc2c2ccccc21	-0.4	0.7	1	-3	16	nt	-55	13	5
CCCCN(CCCNC(=O)CN1C(=O)COc2ccccc21)c1ccccc1	-2.2	-0.3	-7	17	-2	-2	38	40	74*
Cc1[nH]c2ccccc2c1C(=O)COC(=O)c1ccc2c(=O)n3c(nc2c1)CCC3	0.6	0.8	-3	-4	2	3	-32	6	-8
COc1ccc(C)cc1NC(=O)CSc1nnc(CC(=O)Nc2cccc(C(F)(F)F)c2)n1C	-0.5	0.9	-8	-3	11	4	-1	13	55
Cc1cc(O)cc(=O)n1C	-0.6	-0.4	-7	5	9	3	12	15	-15
CCc1c(C)[nH]n(CCC#N)c1=O	1.4	1.1	0	6	17	-1	9	10	-20
CC(=O)CSc1nsc(SCC(C)=O)c1C#N	-0.6	-0.5	3	-40	20	2	-6	3	35
CC(O)CNC(=S)Nc1ccccc1 (configuration not stated)	0.0	0.7	2	-18	9	-2	5	5	8
O=C(NC1CC1)c1ccc(S(=O)(=O)NCC2CCCCC2)cc1	2.9	0.9	-5	7	4	-6	4	1	23
CC1(C)Nc2ccccc2C(=O)N1NS(=O)(=O)c1ccccc1	0.6	0.7	-2	-29	11	9	19	-2	18
O=C1CSC(c2ccco2)N1 (configuration not stated)	1.0	0.1	1	-3	15	-2	1	6	16
O=C(Nc1cccc([N+](=O)[O-])c1)c1ccc2ccccc2c1O	5.5	1.4	-6	42	13	nt	-28	28	58
CCc1c(C)c2cc(Cl)c(O)c(CN(CC)CC)c2oc1=O	-0.5	0.1	6	3	5	3	27	7	-18
CSc1ccc(CN2CCC(C(=O)NCc3ccc(C)cc3)CC2)cc1	1.4	1.2	64	-21	10	13	-32	26	5
O=C(O)C1CCCCC1C(=O)Nc1nc(-c2ccc(Cl)s2)cs1 (configuration not stated)	-0.7	0.3	14	-2	6	5	11	20	4
O=C(O)CCC(=O)N1CCc2cc(S(=O)(=O)N3CCC(Cc4ccccc4)CC3)ccc21	-0.1	0.1	0[fluorescence artefact?]	6	9	-2	1	18	17
CCc1ccc(NC(=O)c2noc3c2CCc2ccccc2-3)cc1	-0.6	0.7	-3	3	3	4	-18	-7	-10
CCCCSc1nc(C)cc(SCC(=O)N/N=C/c2cccc(OC)c2O)n1	-1.0	0.9	-5[fluorescence artefact?]	28	nt	-4	-39	18	75*
COC(=O)N/N=C1/C/C(=N\NC(=O)OC)c2ccccc21	0.3	0.7	2	2	5	-5	5	9	10
C=C(C)CNC(=S)Nc1ccc(S(=O)(=O)Nc2cnc3ccccc3n2)cc1	-0.4	0.2	-2	22	7	nt	-9	12	12
O=C(/C=C/c1ccccc1)Oc1cccc2cccnc12	-2.1	-1.2	-2	15	16	nt	-14	13	64
CCN(CC(=O)NC(C)(C)C)C(=O)CCl	-0.9	0.7	7	-11	7	-2	3	25	-12
Cc1cccc(NC2=Nc3ccccc3N3C2=Nc2c(c(C)nn2-c2ccccc2)C3c2ccc(O)c(O)c2)c1 (configuration not stated)	1.8	0.7	18	16	12	-5	10	0	-5
Nc1nnnn1/N=C/c1ccco1	2.9	0.6	-6	10	2	-2	-8	17	8
O=C(Nc1ccncc1)c1ccc2c(c1)C(=O)N(CC1CCCO1)C2=O (configuration not stated)	-0.5	1.2	-3[fluorescence artefact?]	5	4	-3	-9	23	17

Retrieved by compound from the entries so far, two records:
Structure	zfTRPN1 agonist	TRPML3 agonist	14-3-3 Bad inh	NPY1 pot ag	EP2 antag	NPY Y1 blocker	EP2 mod	PPC-1+TRAIL kill	CHOP inh
C=C(C)CNC(=S)Nc1ccc(S(=O)(=O)Nc2cnc3ccccc3n2)cc1	-0.4	0.2	-2	22	7	nt	-9	12	12
O=C(/C=C/c1ccccc1)Oc1cccc2cccnc12	-2.1	-1.2	-2	15	16	nt	-14	13	64

Only part of the results is shown, so the mix of outcomes need not match the whole.
